# rCAG RNA binder = r(CAG) repeat RNA binding; TO-PRO-1 dye displacement fluorescence; inhibition, % at 3 µM; 370,000 tested, 1.3% active;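 active means inhibition above the plate cutoff, the mean of all test compounds on that plate plus 3 SD, cut at about 35% in these data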;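 further: 0% = DMSO alone and 100% = 100 µM mitoxantrone as full dye displacement; higher means more dye released from RNA so lower well fluorescence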
# GC-B act = GC-B (human) receptor activation; P20594; activation, % at 10 µM; 370,000 tested, 0.11% active; HEK293-GC-B cells, CNP EC30, cGMP TR-FRET; 0% at EC30 CNP, 100% saturating CNP;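 active means activation at 10 µM reaching about 35% in either raw or pattern-adjusted values, limit read from the data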
# ASAP1 GAP inh = inhibitors of human ASAP1 ArfGAP activity; Q9ULH1; ASAP1-stimulated ARF1 GTP hydrolysis, GDP FP detection; inhibition, % at 16.5 µM; 360,000 tested, 0.19% active; AID 624377; in the data active means inhibition above about 25%;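 further: 0% = vehicle with enzyme and substrate and 100% = no enzyme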
# Target sequence (Q9ULH1 325-724 limits assumed): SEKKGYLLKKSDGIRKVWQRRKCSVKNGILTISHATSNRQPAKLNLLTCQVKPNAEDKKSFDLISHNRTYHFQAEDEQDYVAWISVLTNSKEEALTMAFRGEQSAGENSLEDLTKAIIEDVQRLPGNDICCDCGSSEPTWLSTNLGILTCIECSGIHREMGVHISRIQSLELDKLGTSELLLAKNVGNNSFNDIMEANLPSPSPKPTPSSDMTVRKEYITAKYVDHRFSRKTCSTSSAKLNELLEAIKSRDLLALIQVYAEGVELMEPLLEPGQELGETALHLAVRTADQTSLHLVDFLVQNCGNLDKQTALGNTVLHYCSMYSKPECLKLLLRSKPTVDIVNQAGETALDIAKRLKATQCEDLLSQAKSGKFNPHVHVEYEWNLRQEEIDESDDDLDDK
# proKLK7 act = activators of human kallikrein-7 zymogen | AID 652039 | P49862 | 370,000 tested, 0.9% active | purified proKLK7, EDANS-DABCYL substrate fluorescence; 100% is mature enzyme control, 0% vehicle | activation, % at 7 µM;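 active means activation above the mean of all tested compounds plus 3 SD, computed per campaign excluding outliers beyond control limits, cut at about 13% in these data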
# FXN GAA850 act = activators of GAA850 frataxin (FXN) promoter; HEK293 lucGAA850 FXN promoter luciferase reporter, 24 h; percent of 10 µM SAHA response; activation, % at 6 µM; 360,000 tested, 0.56% active;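 active means activation above the average of all compounds screened plus 3 SD, cutoff fixed separately per campaign, cut at about 7.5% in these data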;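 further: 0% = DMSO wells and 100% = 10 µM SAHA wells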
# ADAM10 inh = inhibits human ADAM10 | O14672 | recombinant ADAM10, EDANS/DABCYL FRET peptide cleavage, 3 h | inhibition, % at 7 µM | 370,000 tested, 0.62% active | AID 720582;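 active means inhibition above a per-campaign cutoff equal to the mean of compounds falling between control-based bounds plus 3 SD, cut at about 20% in these data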;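 further: 0% = DMSO wells while the 100% control is not disclosed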
# ARFGAP1 inh = inhibits rat ARF GTPase activating protein 1; Q62848; Arfgap1-stimulated ARF1 GTP hydrolysis, GDP FP detection; inhibition, % at 16.5 µM; 360,000 tested, 0.26% active;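 active means inhibition above a per-plate limit, mean inhibition of low control wells plus 3 SD, cut at about 25% in these data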;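 further: 0% = DMSO wells with enzyme and 100% = wells lacking Arfgap1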
# Target sequence (Q62848 1-136 limits assumed): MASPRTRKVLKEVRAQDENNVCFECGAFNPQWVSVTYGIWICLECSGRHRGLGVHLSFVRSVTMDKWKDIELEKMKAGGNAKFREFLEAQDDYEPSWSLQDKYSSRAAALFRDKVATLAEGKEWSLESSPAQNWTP
#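 Material: rat Arfgap1 catalytic domain, aa 1-136; also added: human ARF1(Δ1-17)-GTP substrate; compound dosing: one concentration, 16.5 µM, DMSO 1.26%; incubation: GTP hydrolysis reaction 2 h at 25 °C; measured by: Tracer-displacement fluorescence polarization with EDTA stop, 620/688 nm; evaluation: % inhibition from polarization; repeats: one replicate per compound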
# HGIII-sPLA2 inh = Inhibits HGIII-sPLA2 liposome hydrolysis, primary screen | Q9NZ20 | QFRET BODIPY PC-A2 liposome hydrolysis, fluorescence | inhibition, % at 12.2 µM | 370,000 tested, 0.56% active;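 active means inhibition above mean plus 3 SD of compounds lying within the high and low control bounds, cut at about 19% in these data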;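 further: 0% = median of test compound wells and 100% = no enzyme DMSO wells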
# Tn6 DDE FP = inhibitors of Tn6 peptide binding to human fibrin DD(E) | 370,000 tested, 0.21% active | AID 720509 | inhibition, % at 8.3 µM | Fibrin DD(E) TRITC-Tn6 fluorescence polarization displacement | P02675;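 active means inhibition above a per-campaign cutoff: mean of compounds within control limits plus 3 SD, cut at about 15% in these data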;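 further: 0% = median of all compound wells on the plate and 100% = blocking peptide control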
# Target sequence (P02675 whole entry, looked up): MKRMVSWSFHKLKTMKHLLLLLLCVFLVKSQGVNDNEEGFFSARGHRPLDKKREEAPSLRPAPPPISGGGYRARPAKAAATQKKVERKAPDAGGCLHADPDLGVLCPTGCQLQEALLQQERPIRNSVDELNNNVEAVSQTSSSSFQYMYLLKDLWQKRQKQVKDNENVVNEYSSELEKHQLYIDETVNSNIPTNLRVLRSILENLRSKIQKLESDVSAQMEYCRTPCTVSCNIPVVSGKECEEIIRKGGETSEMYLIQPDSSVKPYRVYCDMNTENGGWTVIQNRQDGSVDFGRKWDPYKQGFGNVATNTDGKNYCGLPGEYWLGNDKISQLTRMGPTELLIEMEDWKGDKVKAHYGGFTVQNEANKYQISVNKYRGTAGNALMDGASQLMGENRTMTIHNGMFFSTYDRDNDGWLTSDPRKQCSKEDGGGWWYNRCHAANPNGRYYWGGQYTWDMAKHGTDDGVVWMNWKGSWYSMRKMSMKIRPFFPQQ
# GC-A act = GC-A (human) enzyme activation | P16066 | HEK293 GC-A cells, cGMP TR-FRET, EC30 ANP; 0% at EC30 ANP, 100% saturating ANP | activation, % at 10 µM | 370,000 tested, 0.14% active; in the data active means activation above about 40%
# An asterisk follows results filed as active; i = inactive; . = no result given. This is a random part of the collection, and some 4.5% of all compounds hit somewhere here.
# Screens in order: rCAG RNA binder	GC-B act	ASAP1 GAP inh	proKLK7 act	FXN GAA850 act	ADAM10 inh	ARFGAP1 inh	HGIII-sPLA2 inh	Tn6 DDE FP	GC-A act
CC(=O)N(c1ccccc1)c1nc(C)cc(C)c1C#N
  0	0	4	0.0	-1.6	-3	3	4	-2	0
CC1(c2ccc3c(c2)OCCO3)NC(=O)N(CC(=O)Nc2ccccc2F)C1=O (configuration not stated)
  -6	2	-3	0.0	4.7	-5	-5	0	4	4
Cc1ccnc(NC(=O)c2ccc(S(=O)(=O)NCc3ccco3)cc2)c1
  -1	-6	-9	0.0	1.7	0	12	-11	8	-2
CCN(Cc1ccncc1)C(=O)CCc1nnc(CCc2ccc(OC)cc2)o1
  -2	1	-2	-0.5	0.6	-2	-5	5	0	5
COc1cc2c(cc1OC)C(=S)NC1(CCCC1)C2
  -1	0	-10	0.6	0.1	-6	0	12	-7	3
CSCc1nnc(NC(=O)c2ccc(S(=O)(=O)N(C)C)cc2)o1
  -1	4	8	0.7	1.4	-5	-1	6	-1	-1
CCCNC(=O)c1ccccc1NS(=O)(=O)c1ccc2c(c1)OCCO2
  4	-2	-3	-0.7	0.3	-30	-1	-5	2	4
CCn1c(SCC(=O)c2cc(C)ccc2C)nc2cc(S(=O)(=O)N3CCOCC3)ccc21
  10	1	10	0.0	2.8	16	-3	-52	-3	-2
Cc1ccc(S(=O)(=O)N2CCN(CC(O)c3ccccc3)CC2)cc1 (configuration not stated)
  -2	2	0	-0.1	1.8	14	-12	3	2	-15
Cc1cccc(N/N=C/c2ccc(C)s2)c1
  13	-7	2	-0.2	3.6	-14	0	16	-1	-8
Cc1ccc(NC(=O)CN(C)CC(=O)Nc2cccc(F)c2)cc1S(=O)(=O)N1CCCCCC1
  8	0	0	-0.1	0.7	18	-5	-51	3	-4
COc1ccc(NC(=O)c2ccc(NC3=NC4CS(=O)(=O)CC4S3)cc2)cc1 (configuration not stated)
  3	5	-1	0.3	-3.5	0	-3	7	-2	1
CC(=O)N1CC2([N+](=O)[O-])CN(C(C)=O)CC([N+](=O)[O-])(C1)C2(C)C
  0	0	-7	0.5	1.3	1	15	-4	-3	0
O=C(COC(=O)c1ccc(F)c(S(=O)(=O)N2CCOCC2)c1)NC1CCCCC1
  1	0	-3	-0.4	1.9	-4	-1	0	-10	-4
Cc1cccc(-n2c(SCC(=O)O)nc3sc4c(c3c2=O)CCC4)c1
  7	0	-1	-0.6	2.5	-6	9	-2	1	1
Cc1nnc(SCC(=O)N2CCc3ccccc32)n1-c1ccccc1
  -4	-1	-7	-0.4	0.4	6	7	1	-9	-2
O=S(=O)(N1CCCCC1)N1CCN(c2ccc(F)cc2)CC1
  -6	6	-7	-0.4	0.8	3	6	0	6	-3
CSc1ccc(CN(C)CC(=O)NC(=O)NCCC2=CCCCC2)cc1
  0	-2	4	0.8	1.2	-9	10	-6	-5	-1
COc1ccc(CCN2CC(C(=O)N(C)CCn3nc(C)cc3C)CCC2=O)cc1 (configuration not stated)
  -3	1	-6	0.1	-1.9	0	0	8	1	2
O=C(CNC(=O)c1ccc(Br)o1)NCc1ccccc1
  -6	-1	-5	0.1	-0.3	-1	0	5	0	1
CC(C)NC(=O)C1(C)Cc2c(-c3cccc(C(F)(F)F)c3)ccnc2O1 (configuration not stated)
  -2	1	-1	0.6	1.2	-2	0	10	-7	-2
Cc1ccc(S(=O)(=O)/C(C#N)=C/c2c(N3CCCCC3)nc3ccccn3c2=O)cc1
  -2	-11	-9	0.5	0.7	-4	-2	1	0	0
CCSc1cc(C2C(C(=O)OC)=C(C)NC3=C2C(=O)CCC3)c(C)o1 (configuration not stated)
  -4	4	-7	0.0	0.5	-15	3	0	5	-4
Cc1ccc(NC(=O)/C(=C\c2cccnc2)NC(=O)c2ccco2)cc1
  0	1	-4	-0.1	-2.8	9	11	-2	-5	-3
Cc1ccc2nc3nc(NCC4CCCO4)c(C(=O)NC4CCCC4)cc3c(=O)n2c1 (configuration not stated)
  -3	-1	-18	24*	-2.9	i	1	8	-3	8
N=C1C(c2nc(-c3ccc(Br)cc3)cs2)=C(O)CN1NC(=O)c1ccc([N+](=O)[O-])cc1
  5	-3	21	-0.4	-0.2	8	-5	4	-13	-3
O=C(NCCC(=O)N1CCN(c2ccccn2)CC1)c1ccc(Cl)cc1
  0	-6	4	0.5	-0.7	-13	2	-2	-5	-2
COc1ccc(CN(C2CCCCC2C)S(=O)(=O)c2ccc(S(=O)(=O)N(C)C)cc2)cc1OC (configuration not stated)
  3	3	-9	0.4	1.0	22*	5	-19	-6	-2
CCCC(=O)NC(=S)Nc1ccc(S(=O)(=O)Nc2ccc(OCC)cc2)cc1
  11	2	-1	0.0	-0.6	17	10	-23	10	-1
CCOCCCNC(=O)c1ccc(Cn2c(=O)[nH]c3ccsc3c2=O)cc1
  -2	-2	4	0.0	0.7	7	-5	-2	-3	-1
O=C1CCCc2c1[nH]c1ccc(Cl)cc21
  0	8	9	3.7	0.9	-112	9	-2	8	7
O=C(Nc1cccc(S(=O)(=O)N2CCCC2)c1)c1cccc(S(=O)(=O)N2CCOCC2)c1
  7	2	0	2.6	0.7	4	9	-9	-5	-1
COc1ccccc1CNC(=O)C1CCC(CNc2c(N3CCOCC3)c(=O)c2=O)CC1 (configuration not stated)
  1	6	-9	-0.3	-0.2	-2	1	12	1	2
CCOP(=O)(OCC)c1nc(-c2cccc3ccccc23)oc1N1CCOCC1
  -8	-3	10	63*	0.7	i	2	0	-4	-4
Cc1cc(C)c(C)c(S(=O)(=O)Nc2cccc(-n3cnnn3)c2)c1C
  10	-7	9	0.6	-1.1	3	10	-23	-4	-5
Cc1ccc(N=Nc2c(C)[nH]n(-c3ccccc3)c2=O)cc1
  -5	-1	9	-0.1	2.0	-6	2	2	0	-5
CCN1CCN(S(=O)(=O)c2ccc(Cl)c(C(=O)NCCOc3ccc(C)cc3)c2)CC1
  -12	2	12	0.7	0.0	-5	6	0	0	2
CC(C)C(=O)Nc1ccc(NC(=S)NC(=O)c2cc3ccccc3o2)cc1
  -2	3	-5	0.1	1.9	0	2	2	0	-8
Cc1noc(C)c1NC(=O)N(C)C[C@H]1OCc2cnnn2CCCC(=O)N([C@@H](C)CO)C[C@H]1C
  1	1	12	-0.7	0.1	-10	-17	11	1	2
Cc1cc(NC(=O)C(Cl)c2ccccc2)no1 (configuration not stated)
  9	1	2	0.1	-0.4	-5	-16	1	-2	-7
O=C(Cn1c2c(c(-c3ccccc3)cc1=O)CCCC2)N1CCCCCC1
  2	-5	-12	0.7	0.1	-8	-6	11	-10	3
COc1ccc(CC(NC(C)=O)C(=O)NC2CCN(C(=O)Nc3ccc(C#N)cc3)CC2)cc1OC (configuration not stated)
  -7	6	4	0.4	0.1	2	7	4	-4	3
Cc1ccc(N(CC(=O)NCc2ccc(F)cc2)C(=O)c2snc(C(N)=O)c2N)cc1C
  4	-9	-8	-2.1	0.6	-95	-1	-3	4	-7
O=C(O)CCn1c(=S)oc2ccccc21
  2	-1	-17	-0.3	-0.7	0	7	1	2	-3
c1ccc2c(CCNc3ncnc4nc[nH]c34)cccc2c1
  1	-1	1	0.5	-0.1	-4	13	-6	-4	-1
CN(Cc1ccco1)c1ncnc2ccc(-c3ccc4c(ccn4C)c3)cc12
  10	1	-1	-0.2	-2.6	-12	-2	0	-13	-2
COc1cccc(-c2nn(C)c3sc(C(=O)NCCCN(C)Cc4ccccc4)cc23)c1
  -3	-11	8	2.6	-0.7	-306	1	-27	-2	-62
CC(OC(=O)CCc1nc2ccccc2c(=O)[nH]1)C(=O)c1ccc(Br)cc1 (configuration not stated)
  3	-12	-11	0.6	3.6	-10	-1	-3	3	-8
CCCCCn1c(SCCCC)nc2c1c(=O)[nH]c(=O)n2C
  1	-1	-13	-0.2	6.0	10	-12	8	-6	-2
COc1ccc(CC(=O)OCc2cc3ccc(C)cc3[nH]c2=O)cc1
  1	-9	1	-0.4	-0.8	-20	-13	-13	6	-3
CCc1ccc(C(=O)COC(=O)CNC(=O)c2ccc(Br)o2)cc1
  -6	-5	-4	0.0	1.3	-5	6	2	0	-1
COc1ccc(CC(=O)Nc2nc(C)cs2)cc1S(=O)(=O)N1CCOCC1
  1	-1	-6	0.0	-0.9	-6	8	1	6	7
COc1ccc(-n2c(-c3ccc(OC)c(OC)c3)n[nH]c2=S)cc1
  0	-3	-2	-1.2	1.0	1	3	6	6	-7
CC1(C)SC(=S)N(/N=C/c2ccc(O)cc2)C1N(O)C(=O)Nc1ccc([N+](=O)[O-])cc1 (configuration not stated)
  14	-1	25*	0.4	-12	10	0	-27	-11	0
CC(C)(C)c1nnc(NC(=O)CCS(=O)(=O)c2ccccc2)s1
  -5	5	12	-0.1	1.1	-5	4	6	3	1
Cc1c(Cl)cccc1NC(=S)NCCc1ccc(C(F)(F)F)cc1
  -1	-6	13	0.0	0.0	13	3	8	-9	-4
O=C(CN1C(=O)c2ccccc2S1(=O)=O)N1CCN(c2ccccc2F)CC1
  -4	1	9	0.3	-0.6	-3	3	2	-5	-7
Cc1nn(CC(=O)Nc2cccnc2)c(C)c1[N+](=O)[O-]
  1	1	23	0.0	1.0	9	10	-1	1	0
CCCCN(CC)Cc1ccc(CNC(=O)Nc2ccc(OC)cc2OC)o1
  -1	-4	4	0.4	-1.9	-4	-12	-1	5	-1
CCOC12NC(=O)CC(=O)N1C(c1ccccc1)=CS2 (configuration not stated)
  5	-2	-1	-0.1	-2.0	-9	9	-29	-4	22

# (continued)
# Screens in order: rCAG RNA binder	GC-B act	ASAP1 GAP inh	proKLK7 act	FXN GAA850 act	ADAM10 inh	ARFGAP1 inh	HGIII-sPLA2 inh	Tn6 DDE FP	GC-A act
NS(=O)(=O)c1ccc(-c2ccc(/C=C3\SC(=O)NC3=O)o2)cc1
  17	-10	-3	-0.5	3.0	-3	-20	-7	-2	-3
CC(C)Cn1c(CCCNC(=O)c2ccco2)nc2ccccc21
  -5	0	-3	0.2	-0.2	-1	3	8	1	4
O=C(C(=O)N1CCC(CNC(=O)c2cccs2)CC1)c1cc2ccccc2o1
  5	-9	-8	0.1	.	3	2	13	-3	-10
NC(=O)/C(=C\c1ccccc1)NC(=O)/C=C/c1ccccc1
  -1	7	-5	-0.5	-3.0	0	12	-3	4	3
c1ccc(-c2csc(-c3ccncc3)n2)cc1
  1	-3	2	8.9	5.6	-56	5	0	-3	0
CN(Cc1ccco1)C(=O)C1CCC(=O)N(CCc2cccc(F)c2)C1 (configuration not stated)
  -3	0	-2	1.0	1.6	0	6	-4	-2	-2
COc1cc(/C=N/NS(=O)(=O)c2ccc(C)cc2)ccc1OCc1ccc(C(=O)O)cc1
  32	4	-10	0.4	4.4	-10	9	-15	11	1
CCC(C)(C)c1ccc(OCCN2C(=O)NC(C)(C)C2=O)cc1
  -5	3	-5	0.1	2.0	-2	-1	-1	-2	0

# From PubChem
